# Compound activity from PubChem.
# Tb PFK inh = qHTS Assay to Find Inhibitors of T. brucei phosphofructokinase. T. brucei PFK, ADP-Glo luminescence. Potency, µM (series often up to 57.5 µM), for the others: at the top dose activity, negative = inhibition, most hits filed as inhibitors. 330,000 tested, 0.17% active. AID 485367, 2010;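 further: potency means the concentration at half of the fitted maximal effect; 0% = uninhibited 1x PFK enzyme wells and -100% = no-enzyme wells; nearly all actives have a fitted effect of over 60% in size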
#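 ADP-Glo luminescence quantified ADP after 45 min at room temperature, with 1.25 nM T. brucei PFK, 0.1 mM ATP and 0.5 mM fructose-6-phosphate in pH 8.0 TEA buffer. qHTS titrations up to 57 µM; curves classified by quality.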
# PKM2 activator = qHTS Assay for Activators of Human Muscle isoform 2 Pyruvate Kinase; purified PKM2, Kinase-Glo ATP luminescence, activation; response scale: 0% is enzyme alone, no compound; Potency, µM (series often up to 57.5 µM), without a hit: at the highest dose activation, usual class: activators; Pyruvate kinase PKM (Homo sapiens), P14618; 260,000 tested, 0.34% active; further: potency means the concentration at half of the fitted maximal effect; on the % scale 0 is the no-effect control and ±100 the full control effect; nearly all actives have a fitted effect of over 55% in size
#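 Purified hPK-M2 (>95%) run at intermediate activity with 0.1 mM ADP and 0.5 mM PEP in 50 mM imidazole pH 7.2, KCl, MgCl2; 1 h room temperature. ATP formed read by Kinase-Glo luminescence; normalized to uninhibited and no-enzyme controls.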
# FBPA coupling cs = qHTS Assay for Inhibitors of Fructose-1,6-bisphosphate Aldolase from Giardia Lamblia: Coupling assay counterscreen | coupling enzyme system counterscreen, AmpLite Red fluorescence | activity change, negative = inhibition, % at 58.2 µM, hits read low | 290,000 tested, 0.67% active | AID 2472, 2010; in the data active means activity change below about -30%; further: on the % scale 0 is the no-effect control and ±100 the full control effect
#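 Coupling enzymes only (glyceraldehyde-3-phosphate) + compound, at 57.5 uM final, 10 min RT; add substrate/coupling/AmpLite Red mix, 20 min RT; fluorescence ex 525/em 598 nm. Actives flag coupling-system interference.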
# Chronic BCR inh = qHTS Assay to Find Inhibitors of Chronic Active B-Cell Receptor Signaling; ABC-DLBCL IkBa-CBG/CBR reporter, luminescence ratio, 4 h; 340,000 tested, 0.05% active; AID 493014, 2011; Potency, µM (doses to about 46.1 µM), for inactives: at the highest dose ratio change, negative = lower green/red ratio, actives largely listed as inhibitors; active means well fitted inhibition curve with a large enough effect in the signal ratio, with a control signal flat, not every such curve was filed as active; inconclusive means small, poorly fitted or top-dose-only effect, or effect the other way, or a change in a side signal; the % refers to the signal ratio;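 further: potency means the concentration at half of the fitted maximal effect; plate controls were basal doxycycline-induced cells for no effect and cells given 10 µM MG132 for full effect; MG132 reads +100%, hits lower the ratio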
#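 Compounds up to 46 uM were incubated four hours with TMD8 cells whose green CBG68 luciferase is fused to IkappaBalpha; red CBR luminescence normalised the signal, and concentration-effect curves were fitted to fusion, red and ratio data.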
# a7 integrin act = qHTS for Activators of Integrin-Mediated Alleviation for Muscular Dystrophy. 350,000 tested, 0.064% active. AID 624291, 2012. Potency, µM (top dose mostly 38.3 µM), without a hit: at the highest dose activation, actives largely listed as activators. alpha7betagal myoblasts, beta-gal FDG fluorescence, 48 h;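 further: potency means the concentration at half of the fitted maximal effect; 100% = response of the positive control SU9516; nearly all actives have a fitted effect of over 60% in size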
#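 Alpha7betagal+/- myoblasts (passage 13) were plated 16-24 hr, then exposed to compounds (1:260 dilution of DMSO stock) for 48 hours at 37C. After MPER lysis, β-galactosidase reporter activity was read as FDG fluorescence (ex 480/em 540) after 30 minutes.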
# Giardia killer = Small Molecules that selectively kill Giardia lamblia: qHTS; Giardia lamblia trophozoite viability; activity change, % at 7.66 µM, hits read low; 340,000 tested, 0.15% active; AID 540267, 2011; in the data active means activity change below about -80%; inconclusive means between about -30% and that limit;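 further: parasites exposed to compound for two days anaerobically before the ATP read; on the % scale 0 is the no-effect control and ±100 the full control effect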
#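 Killing of trophozoites was scored by loss of ATP luminescence after a 48 hrs anaerobic exposure to compounds at 37 deg C, using 100 cells per well.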
# ASM inhibitor = Inhibitors of Secretory Acid Sphingomyelinase (S-ASM): qHTS; 340,000 tested, 0.006% active; AID 504937, 2011; placental ASM, HMU-PC fluorogenic substrate, 60 min; Sphingomyelin phosphodiesterase (Homo sapiens), P17405; Potency, µM (highest dose often 57.5 µM), for the others: at the top dose activity change, negative = inhibition, usual class: inhibitors; further: potency means the concentration at half of the fitted maximal effect
# Target sequence (P17405 47-631 limits assumed): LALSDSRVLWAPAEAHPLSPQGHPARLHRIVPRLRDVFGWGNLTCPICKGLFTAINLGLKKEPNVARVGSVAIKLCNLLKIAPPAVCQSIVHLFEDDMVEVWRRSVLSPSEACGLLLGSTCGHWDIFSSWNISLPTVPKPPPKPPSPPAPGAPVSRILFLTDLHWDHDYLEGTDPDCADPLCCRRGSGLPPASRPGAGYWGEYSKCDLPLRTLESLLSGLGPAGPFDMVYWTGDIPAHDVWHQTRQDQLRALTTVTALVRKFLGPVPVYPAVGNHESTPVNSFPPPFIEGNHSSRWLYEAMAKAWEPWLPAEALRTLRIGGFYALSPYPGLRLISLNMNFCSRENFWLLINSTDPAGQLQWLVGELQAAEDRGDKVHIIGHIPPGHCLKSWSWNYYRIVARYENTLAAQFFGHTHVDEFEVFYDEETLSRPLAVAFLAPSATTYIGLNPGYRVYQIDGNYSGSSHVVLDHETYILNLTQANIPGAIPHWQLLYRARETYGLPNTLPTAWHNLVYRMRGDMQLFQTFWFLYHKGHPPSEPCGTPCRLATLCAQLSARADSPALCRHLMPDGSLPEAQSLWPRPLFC
#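 qHTS format. ASM enzyme prepared from human placenta hydrolyses the fluorogenic substrate HMU-PC0 (9 uM final) over 60 min at 37 °C after a 10 min compound preincubation.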
# B2AR arrestin = qHTS assay of beta-arrestin-biased ligands of beta2-adrenergic receptor; AID 492947, 2010; 330,000 tested, 0.02% active; beta-arrestin recruitment to beta2AR, cell-based reporter; Beta-2 adrenergic receptor (Homo sapiens), P07550; Potency, µM (doses to about 46.1 µM), inactives show at the top dose activation, hits mostly activators;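 further: potency means the concentration at half of the fitted maximal effect; 0% = DMSO controls and full agonism = EC100 isoproterenol or metaproterenol; nearly all actives have a fitted effect of over 65% in size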
# Target sequence (P07550 whole entry, looked up): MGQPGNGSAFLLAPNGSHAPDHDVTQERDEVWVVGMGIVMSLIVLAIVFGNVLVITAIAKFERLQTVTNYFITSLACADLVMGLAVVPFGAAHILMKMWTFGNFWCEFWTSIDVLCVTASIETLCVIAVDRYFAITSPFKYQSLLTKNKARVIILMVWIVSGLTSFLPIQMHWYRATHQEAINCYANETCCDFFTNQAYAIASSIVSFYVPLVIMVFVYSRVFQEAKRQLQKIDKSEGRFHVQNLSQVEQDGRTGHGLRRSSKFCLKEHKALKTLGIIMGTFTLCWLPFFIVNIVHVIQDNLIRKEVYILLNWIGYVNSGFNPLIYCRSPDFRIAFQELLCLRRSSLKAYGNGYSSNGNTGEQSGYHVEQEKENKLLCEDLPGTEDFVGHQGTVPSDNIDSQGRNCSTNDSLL
# TSG101-PTAP inh = qHTS Assay for Iinhibitors of HIV-1 Budding by Blocking the Interaction of PTAP/TSG101. Fluorescence polarization, FITC-PTAP peptide / Tsg101 binding. Potency, µM (titrated, usually from 115 µM), inactives show top-dose activity change, negative = inhibition, most hits filed as inhibitors. 340,000 tested, under 10 active. AID 493005, 2010; active means well fitted inhibition curve with a large enough effect in the main read-out, with a control signal flat, not every such curve was filed as active; inconclusive means small, poorly fitted or top-dose-only effect, or effect the other way, or a change in a side signal; inactive means no such curve, though single readings can be large or run the other way; further: potency means the concentration at half of the fitted maximal effect; % of control where 0% means no effect
#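 Fluorescence anisotropy tracks displacement of a FITC-tagged PTAP peptide (50 nM) from the Tsg101 binding domain (10 uM), following a 20 min room-temperature incubation at pH 7.5.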
# GALK inh = qHTS Assay for Inhibitors of Human Galactokinase (GALK). 270,000 tested, 0.007% active. P51570. Purified GALK, Kinase-Glo residual ATP luminescence. Potency, µM (doses to about 57.5 µM), without a hit: at the top dose activity change, negative = inhibition, actives largely listed as inhibitors; further: potency means the concentration at half of the fitted maximal effect; on the % scale 0 is the no-effect control and ±100 the full control effect
#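 Compounds were pin-transferred into ATP buffer (35 uM final), then GALK plus galactose (5 nM, 100 uM final) was added. After 1 h at room temperature, Kinase-Glo Plus was added and luminescence read after 10 min.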
# Menin-MLL TR inh = qHTS Assay for Inhibitors Targeting the Menin-MLL Interaction in MLL Related Leukemias: Competition With Texas Red Labeled MLL-derived Mutant Peptide; O00255; Menin + Texas Red MLL mutant peptide, fluorescence polarization; Potency, µM (series often up to 61.6 µM), inactives show at the highest dose FP activity change, negative = inhibition, hits mostly inhibitors; 270,000 tested, 0.23% active; AID 1768, 2009; active means well fitted inhibition curve with a large enough effect in the polarisation, with a control signal flat, not every such curve was filed as active; inconclusive means small, poorly fitted or top-dose-only effect, or effect the other way, or a change in a side signal; inactive means no such curve, though single readings can be large or run the other way; the % refers to the polarisation; further: potency means the concentration at half of the fitted maximal effect; % of control where 0% means no effect; many of its hits are not listed in these tables
# * hit, by the source's call; ? = inconclusive; · = no result given; [ ] = dose if it differs, or a comment. Unless noted, the call rests on the fitted dose curve; in most records, active means well fitted curve in the direction sought with a large enough effect; inconclusive means small, poorly fitted or top-dose-only effect, or another doubt; inactive means no such curve, though single readings can be large; an effect the other way counts as inactive or inconclusive. An excerpt. The share of hits here may be higher or lower than overall.
# Second line of a record: Tb PFK inh	PKM2 activator	FBPA coupling cs	Chronic BCR inh	a7 integrin act	Giardia killer	ASM inhibitor	B2AR arrestin	TSG101-PTAP inh	GALK inh	Menin-MLL TR inh
- CCCC(=O)N(CCc1ccc(OC)cc1)Cc1nc2ccccc2c(=O)[nH]1
 : 0%	-1%	2	0%	-22%	-1	-1%	-0.5%	-2%	3%	-5%
- Cc1occc1C(=O)NC1CCCc2ccccc21 (stereo unspecified)
 : -7%	-4%	4	-18%	20%[7.66 µM]	-20	3%	0.2%	-18%	1%	-14%
- O=C1CCCc2c1nc(-c1cccc(Cl)c1)n2O
 : 0%	-16%	1	-2%	15%	-5	0%	-1.0%	-5%	0%	·
- CC1Sc2ccc(S(=O)(=O)CCC(=O)NC(C)c3ccccc3)cc2NC1=O (stereo unspecified)
 : -10%	-3%	1	-6%	21%	0	1%	0.3%	-2%	-2%	3%
- Cn1nc(-c2ccc(Cl)cc2)c2cc(C(=O)NCCN3CCOCC3)sc21
 : 2%	-1%	-6	?	1%	-23	1%	-0.1%	-3%	2%	-2%
- CCCCNC(=O)C1CCCN(S(=O)(=O)c2c(C)noc2/C=C/c2cccs2)C1 (stereo unspecified)
 : -6%	1%	4	?	0%	22	0%	0.2%	2%	0%	·
- Cc1nc2sccn2c(=O)c1S(=O)(=O)NCC(C)c1ccccc1 (stereo unspecified)
 : -1%	0%	-4	9%	8%	-9	2%	0.2%	0%	·	9%
- COc1cccc(N2CCN(c3ccc([N+](=O)[O-])cn3)CC2)c1
 : -1%	·	4	?	-38%	-3	-7%	-0.1%	-3%	-2%	14%
- COc1cccc(NC(=O)C(C)C)c1
 : -3%	·	·	2%	0%	4	9%	-0.2%	-2%	·	·
- O=C(Nc1ccnn1C1CCN(C(=O)c2ccc(C(F)(F)F)cc2)CC1)C1CC1
 : -2%	·	·	2%	7%	-25	4%	0.4%	-1%	-4%	·
- CCOC(=O)C(C)N(c1ccccc1Cl)S(C)(=O)=O (stereo unspecified)
 : -1%	·	·	-16%	-29%	-7	-1%	-2.0%	-3%	·	·
- COc1ccc(C(=O)/C=C/c2cc(OC)c(O)c(OC)c2)c(F)c1
 : 8%	17%	-10	?	-58%[inhibitor]	-18	-14%	0.2%	-6%	·	14%
- CCOC(=O)c1c(-c2ccccc2)csc1N1C(=O)Nc2ccccc2N1O
 : 1%	-1%	25	?	9%	6	14%	0.5%	-7%	-12%	-1%
- O=C(CN1CCc2ccccc2C1)Nc1ccccc1Cl
 : 5%	-6%[11.5 µM]	2	-2%	22%	11	3%	-0.5%	-7%	-2%	-13%
- Cc1cccc(NS(=O)(=O)c2cc(C(=O)N3CCCC3)ccc2Cl)c1
 : -1%	-8%	5	1%	-11%	1	4%	-1.0%	-2%	4%	2%
- CCc1ccc(NC(=O)CSc2nc(=O)n(CCCN3CCOCC3)c3c2CCCC3)cc1
 : -3%	·	·	?	-3%	-14	·	-0.2%	1%	·	·
- CN1C/C(=C/c2cccnc2)C(=O)/C(=C/c2cccnc2)C1
 : -3%	-19%	0	?	-60%[inhibitor]	-1	5%	-0.4%	-2%	-2%	-18%
- CC(=O)N1CCOc2ccc(S(=O)(=O)Nc3cccc(C)c3)cc21
 : 2%	0%[0.46 µM]	-1	-18%	4%	-13	2%	-0.2%	0%	0%	2%
- CC(C)(C)n1cnc2cc(NCc3ccc(Br)cc3)ccc21
 : 0%	·	-2	-10%	-5%	-5	-5%	0.0%	-4%	0%	?
- Cc1ccc(NC(=O)C2CCCN2C(=O)Oc2ccccc2)cc1 (stereo unspecified)
 : -2%	-1%	1	2%	26%	10	-2%	-0.1%	-4%	0%	-5%
- CCN(CC)S(=O)(=O)c1ccc(C)c(NC(=O)COc2ccc3c(C)cc(=O)oc3c2)c1
 : 7%	-1%	0	-11%	-29%	8	0%	-0.5%	-1%	-1%	-5%
- CC(C)CCNC(=O)CCn1nc(-c2ccccc2)ccc1=O
 : 1%	0%	1	-1%	12%	-3	2%	-1.2%	-2%	5%	7%
- COc1cc(OC)c(NC(=O)CCNC(=O)Cn2ccc3ccccc3c2=O)cc1Cl
 : 1%	-13%	5	1%	14%	-2	2%	-0.1%	-2%	8%	·
- CCOc1ccc(NC(=O)CN(C)C(=O)CCNC(=O)c2ccccc2Cl)cc1OCC
 : 0%	·	·	3%	-14%	1	0%	-0.3%	-1%	·	·
- COc1ccccc1N1CCN(Cc2nc3ccsc3c(=O)[nH]2)CC1
 : -3%	4%	1	11%	-8%	5	4%	0.3%	-2%	-3%	16%
- CCCCCCCC(=O)N/N=C/c1cccnc1
 : -3%	0%	0	?	-2%	-13	-1%	0.3%	-4%	0%	5%
- COc1cccc(-n2c(SCC(=O)Nc3cc(C)on3)nc3ccccc3c2=O)c1
 : 1%	1%	-1	-2%	1%	3	-1%	0.0%	-11%	4%	-1%
- O=C(NCC(c1cccnc1)N1CCOCC1)c1cccs1 (stereo unspecified)
 : -2%	-7%	0	2%	2%	-2	-2%	0.0%	-2%	1%	17%
- CC(NC(=O)NC12CC3CC(CC(C3)C1)C2)c1ccc2c(c1)OCO2 (stereo unspecified)
 : 0%	0%	0	-12%	25%	-7	4%	-0.1%	2%	0%	12%
- CCN(Cc1ccccc1)Cc1ccc(OCc2ccccc2)c(OC)c1
 : 1%	1%	-1	?	5%	31[activator]	9%	-0.3%	-1%	1%	-26%
- Cc1ccc(S(=O)(=O)NC(=O)N2CCCN(Cc3ccc(F)cc3)CC2)cc1
 : 2%	3%	5	-14%	-18%	-12	-5%	-0.3%	-3%	·	·
- COc1cc(C(F)(F)F)nc2c(Br)c(C(C)(C)C)nn12
 : -3%	3%	1	?	-14%	15	12%	-0.9%	-7%	·	·
- C=CC[C@@H](CC(=O)N[C@@H](CO)Cc1ccccc1)C(=O)N[C@@H](COC(=O)[C@H](CC=C)CC(=O)OC(C)(C)C)Cc1c[nH]c2ccccc12
 : 3%	·	·	?	-23%	10	-5%	4.3%	0%	·	·
- CCn1c(C)c(C(C)=O)c(SC)nc1=S
 : -2%	-2%	3	-28%	-18%	11	-1%	-0.3%	-3%	0%	-6%
- Cc1cc(Cl)ccc1NC(=O)COC(=O)c1nc2nccc(C)n2n1
 : ?	2%	1	-7%	-6%	6	-6%	0.4%	1%	1%	14%
- O=C(OC(C(=O)NC1CCCC1)c1ccncc1)C1=Cc2ccccc2OC1 (stereo unspecified)
 : 1%	-5%	4	-3%	-8%	-18	12%	3.0%	1%	-1%	1%
- Cc1ncoc1C(=O)N1CCCC(N2CCN(c3cccc(C(F)(F)F)c3)CC2)C1 (stereo unspecified)
 : 4%	-1%	3	4%	-16%	-6	2%	3.6%	-5%	1%	-1%
- COc1ccc(NC(=O)O/N=C/c2ccc(N(C)C)cc2)cc1
 : -1%	·	2	?	-22%	-26	-5%	-0.1%	-1%	3%	20%
- O=C(NCCCn1ccnc1)c1cc(C2CC2)on1
 : -4%	1%	-1	3%	-13%	5	7%	-0.4%	-6%	-4%	-4%
- CCCCCC(C)NC(=O)CN1C(=O)NC(C)(c2ccc3ccccc3c2)C1=O (stereo unspecified)
 : 1%	7%	·	-2%	-2%	9	-1%	0.3%	-1%	-5%	·
- CCCC(=O)Oc1cccc(C2NC(=O)c3ccccc3O2)c1 (stereo unspecified)
 : 3%	1%	-2	-1%	13%	-15	-7%	0.4%	-3%	-1%	11%
- COC(=O)[C@H](C)NC(=O)NCCC1=CCCCC1
 : 0%	0%	-2	11%	11%	-6	-4%	-0.7%	-1%	-1%	·
- COc1ccc(-c2n[nH]c(=S)n2Cc2ccccc2)cc1OC
 : -2%	-9%[11.5 µM]	3	?	19%	5	-1%	-0.6%	-4%	7%	-14%
- CSc1nc(C)c(Cl)c(C)c1C#N
 : -1%	-7%	1	-18%	-14%	2	1%	-0.2%	-1%	0%	?
